# Lipid storage S3: qHTS Assay for Lipid Storage Modulators in Drosophila S3 Cells. Potency in µM for hits, for the others lipid storage change, negative = inhibition, % at the top dose, mostly 46.1 µM. 0.64% of 320,000 active. Drosophila S3 cells, BODIPY lipid droplet fluorescence, 18-24 h; cells fed with added oleic acid; active means well fitted inhibition curve with a large enough effect in the signal ratio, with a control signal flat, not every such curve was filed as active; inconclusive means small, poorly fitted or top-dose-only effect, or effect the other way, or a change in a side signal; the % refers to the signal ratio
#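 Drosophila S3 cells loaded with oleic acid (400 uM, as added) and compounds at several concentrations; lipid droplets imaged by 488-nm laser-scanning cytometry, 500–530 nm intensity and object ratio to cell channel. Percent activity normalized to 20 uM Triacsin C.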
# Lipid storage S3 cell count max: recorded beside Lipid storage S3, whose call it bears; cell number change, %; measured here: cell count max response;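 cells counted by Cell Tracker Red CMTPX staining in the red channel; peak over a dose series mostly up to 46.1 µM; percent activity relative to internal control wells on each plate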
# Starred values were filed as active, the others as inactive; i = inactive; ? = inconclusive; · = no result given. On the % scale 0 is the no-effect control and ±100 the full control effect; potency means the concentration at half of the fitted maximal effect. An excerpt. The share of hits here may be higher or lower than overall.
# Sample of the layout, 2 compounds:
# Values run as follows: Lipid storage S3	Lipid storage S3 cell count max
Cc1n[nH]c(C)c1S(=O)(=O)N1CCCC(C(=O)Nc2ccc3c(c2)OCCO3)C1 (centres undefined)
  ?	·
COc1ccc(-n2c3c(c(=O)[nH]c2=O)C(C(F)(F)F)(C(F)(F)F)N=C(CC(C)C)N3)cc1
  10%	·

# Results (from the top)
# Values run as follows: Lipid storage S3	Lipid storage S3 cell count max
Cc1n[nH]c(C)c1S(=O)(=O)N1CCCC(C(=O)Nc2ccc3c(c2)OCCO3)C1 (centres undefined)
  ?	·
COc1ccc(-n2c3c(c(=O)[nH]c2=O)C(C(F)(F)F)(C(F)(F)F)N=C(CC(C)C)N3)cc1
  10%	·
COc1ccc(/C=C2/SC(=O)N(CCC(=O)Nc3ccccc3C(=O)O)C2=S)cc1
  ?	·
CCC(C(=O)NC1CCCC1)N(C(=O)Cn1nnc(-c2ccc(C)o2)n1)c1cccc(O)c1 (centres undefined)
  ?	·
CC1CCCN(S(=O)(=O)c2ccc(C(=O)Nc3ccccc3-c3nc4ccccc4[nH]3)cc2)C1 (centres undefined)
  8%	2
NC(=O)c1sc2nc3c(c(-c4cccs4)c2c1N)CCCC3
  27%	-5
COc1ccc(N2CCN(c3ccc(C(N)=O)cc3[N+](=O)[O-])CC2)cc1
  25%	1
Cc1c(C(=O)Nc2c3c(nn2C(C)(C)C)CS(=O)(=O)C3)cccc1[N+](=O)[O-]
  ?	·
Cc1ccc(C(=O)Cn2cccn2)cc1
  4%	6
CC(=O)c1[nH]c(C)c(C(C)=O)c1C
  9%	2
Cc1ccc(S(=O)(=O)NCC(=O)OCC(=O)N(Cc2ccccc2)C(C)(C)C)cc1
  4%	1
CC(=O)Nc1nc(NC(=O)/C=C/c2ccccc2)n(-c2ccccc2)n1
  ?	·
O=[N+]([O-])c1ccc(NC(=S)N2CCc3ccccc32)cc1
  i	2
Cc1ccc(OCCC(=O)OCC(=O)N2CCN(S(=O)(=O)c3ccc(C)cc3)CC2)cc1
  ?	·
CC(C)(C)c1cc(C(=O)O)nn1-c1ccccc1
  i	·
Cc1ccc(-c2nnc(-c3cccc(NC(=O)c4cccs4)c3)o2)cc1
  -30%	-2
CC(=O)c1ccc(OCCCC(=O)NC2CCCCC2C)cc1 (centres undefined)
  ?	·
CS(=O)(=O)c1nc(S(=O)(=O)c2ccc(Cl)cc2)c(NCCCN2CCOCC2)s1
  i	-7
Cc1ccccc1C(=O)NCCNC(=O)c1ccccn1
  ?	·
Cc1nc2ccc(C(C(F)(F)F)(C(F)(F)F)C(F)(F)F)cc2[nH]1
  ?	·
COc1ccc(CN2C(=NC(=O)C3CC3)SC3CS(=O)(=O)CC32)cc1 (centres undefined)
  i	-3
CC(=O)Nc1ccc(C(=O)OCC(=O)N(c2ccccc2)C2CCS(=O)(=O)C2)cc1 (centres undefined)
  ?	·
CCOC(=O)/C=c1\s/c(=C\c2ccc3c(c2)OCCO3)c(=O)n1CC(=O)NCC1CCCO1 (centres undefined)
  ?	·
CCOC(=O)N1CCN(Cc2nc3c(c(=O)n(C)c(=O)n3C)n2Cc2ccc(F)cc2)CC1
  2%	-4
Cc1ccc(Cl)cc1N1CCN(C(=O)C2CCC(=O)N(C3CCCCCC3)C2)CC1 (centres undefined)
  -11%	-5
OCCC1CN(Cc2nc3c(s2)CCCC3)CCN1Cc1ccsc1 (centres undefined)
  i	17
Cc1cccc(OCc2nnc(SCC(=O)c3cccs3)n2C)c1C
  ?	·
CC(=O)c1c(C)[nH]c(C(=O)CSc2nnc(-c3ccccc3)n2Cc2ccc3c(c2)OCO3)c1C
  ?	·
O=C(CCc1c[nH]c2ccccc12)NCc1ccco1
  13%	-3
N#Cc1c(Cn2cncn2)nc(=O)n(-c2ccc(Cl)cc2)c1N
  ?	·

# Some of these compounds in order of formula weight, smallest number first.
# Values run as follows: Lipid storage S3	Lipid storage S3 cell count max
CC(=O)c1ccc(OCCCC(=O)NC2CCCCC2C)cc1 (centres undefined)
  ?	·
Cc1nc2ccc(C(C(F)(F)F)(C(F)(F)F)C(F)(F)F)cc2[nH]1
  ?	·
Cc1c(C(=O)Nc2c3c(nn2C(C)(C)C)CS(=O)(=O)C3)cccc1[N+](=O)[O-]
  ?	·
Cc1n[nH]c(C)c1S(=O)(=O)N1CCCC(C(=O)Nc2ccc3c(c2)OCCO3)C1 (centres undefined)
  ?	·
CC(=O)Nc1ccc(C(=O)OCC(=O)N(c2ccccc2)C2CCS(=O)(=O)C2)cc1 (centres undefined)
  ?	·
COc1ccc(-n2c3c(c(=O)[nH]c2=O)C(C(F)(F)F)(C(F)(F)F)N=C(CC(C)C)N3)cc1
  10%	·
CCOC(=O)/C=c1\s/c(=C\c2ccc3c(c2)OCCO3)c(=O)n1CC(=O)NCC1CCCO1 (centres undefined)
  ?	·

# Next part
# Values run as follows: Lipid storage S3	Lipid storage S3 cell count max
CC(C)(C)NC(=O)CCC1COc2ccccc2O1 (centres undefined)
  ?	·
COc1ccc(C(=O)/C=C/c2ccc(N(C)C)cc2)c(OC)c1
  ?	·
Cc1cc(S(=O)(=O)N2CCOCC2)ccc1OCC(=O)NCCCn1ccnc1
  ?	·
O=C(CN1CCCc2ccccc21)N/N=C/c1ccccc1O
  -20%	21
Cc1cccc(NC2=NC3(CCCCC3)N=C(N)N2)c1C
  i	·
CC[n+]1c(/C=C/Nc2ccccc2)oc2ccccc21
  ?	·
COc1ccc(C2CC(c3ccccc3)=NN2C(=O)c2ccc(F)cc2)cc1 (centres undefined)
  ?	·
C(=N\Nc1nc(N2CCCCC2)nc(N2CCCCC2)n1)/c1c[nH]c2ccccc12
  ?	·
CCN(CC)CC(=O)NCC1(c2ccccc2)CCOCC1
  ?	·
Cc1cc(NC(=O)CCC(=O)N(CCC(C)C)C(C(=O)NC2CCCC2)c2ccccc2C)no1 (centres undefined)
  ?	·
O=C(O)c1cnc(-c2ccccc2)nc1Sc1ccc(Cl)cc1Cl
  ?	·
Cc1nc(NC(=O)c2ccccc2)sc1C
  -25%	-15
COC(=O)Nc1ccc(S(=O)(=O)Nc2cccc3ccccc23)cc1
  -16%	-6
CC(C)(C)OC(=O)C1C(=O)CC(C)(O)C(C(=O)OC(C)(C)C)C1c1cccnc1 (centres undefined)
  ?	·
Cc1ccc(C(OC(=O)c2ccco2)C(=O)NC(C)(C)C)cc1 (centres undefined)
  2%	14

# Three records drawn at random from the list so far:
# Values run as follows: Lipid storage S3	Lipid storage S3 cell count max
Cc1cc(NC(=O)CCC(=O)N(CCC(C)C)C(C(=O)NC2CCCC2)c2ccccc2C)no1 (centres undefined)
  ?	·
Cc1nc(NC(=O)c2ccccc2)sc1C
  -25%	-15
O=C(O)c1cnc(-c2ccccc2)nc1Sc1ccc(Cl)cc1Cl
  ?	·

# Continued.
# Values run as follows: Lipid storage S3	Lipid storage S3 cell count max
CC(CCc1ccccc1)C(=O)NO (centres undefined)
  -3%	-8
O=C(NCc1ccc2c(c1)OCO2)C1CCN(S(=O)(=O)c2ccc(Br)s2)CC1
  ?	·
CCOC(=O)C1CC(C)=C(C)CC1C(=O)O (centres undefined)
  -2%	-4
COc1ccc(OC)c(N=c2oc3cc(O)ccc3cc2C(N)=O)c1
  2%	1
CN(C1=C(N2CCCCC2)C(=O)c2ccccc2C1=O)c1ccccc1
  ?	·
O=C(CCN1C(=O)/C(=C/C=C/c2ccccc2)SC1=S)Nc1cccnc1
  ?	·
CCC(=O)NC(Nc1sc2c(c1C(=O)OC)CCN(C)C2)(C(F)(F)F)C(F)(F)F
  4%	6
COc1cc(C=O)ccc1OCc1ccccc1Br
  7%	2
Fc1ccc(Nc2nnc(C(F)(F)F)s2)cc1
  -4%	2
COc1ccc(CCN(C)C(=O)C2CCCN(C3CCN(Cc4ccccc4)CC3)C2)cc1OC (centres undefined)
  i	·
CCNC(=O)C(=O)NCC1OCCCN1S(=O)(=O)c1cccs1 (centres undefined)
  ?	·
O=C(c1ccc([N+](=O)[O-])cc1)n1nc(-c2ccccc2)nc1NCc1ccc(F)cc1
  7%	-9
Cc1ccc(CNc2nc(-c3cccs3)nc3ccccc23)cc1
  ?	·
CCOC(=O)c1sc2nc(C)c([N+](=O)[O-])c(COC)c2c1N
  10%	1
CCc1nnc(NS(=O)(=O)c2ccc(NC(=S)NC(=O)c3ccc(OC)cc3)cc2)s1
  7%	2
Cn1c(N2CCOCC2)nc2c1c(=O)n(Cc1ccc(Cl)c(Cl)c1)c(=O)n2C
  i	·
COCCNc1oc(-c2ccc(C)cc2)nc1C#N
  i	27
O=C1CCC(=O)N1c1nc2nc(-c3ccccc3)cc(-c3ccccc3)n2n1
  ?	·
O=C(CCOc1ccccc1)Nc1cccc(S(=O)(=O)Nc2ccccc2Cl)c1
  ?	·
CC1(C)NC(=O)N(CC(O)CN(c2ccccc2)S(=O)(=O)c2ccc([N+](=O)[O-])cc2)C1=O (centres undefined)
  ?	·
O=C(CN(C(=O)Cn1nnc(-c2cccs2)n1)c1cnc2ccccc2c1)NCC1CCCO1 (centres undefined)
  25%	-1
CCOc1ccc2nc(C)cc(C(=O)O)c2c1
  ?	·
Cc1ccc(S(=O)(=O)N2CCN(CCNC(=O)C(=O)Nc3ccc(F)cc3)CC2)cc1
  ?	·
CCc1nn(C(C)C(=O)N2CCN(Cc3ccccc3)CC2)c(=O)c2cc3occc3n12 (centres undefined)
  ?	·
Cc1ccccc1/C(N)=N/OC(=O)/C=C/c1ccccc1
  i	16
COc1ccc(S(=O)(=O)NC(C)CCc2ccccc2)cc1 (centres undefined)
  ?	·
O=c1c2ccccc2nc2n1CCN2Cc1ccc(Cl)cc1
  ?	·
CC(NS(C)(=O)=O)C(c1cccs1)N1CCN(Cc2ccccc2)CC1 (centres undefined)
  19%	·
COc1ccc(C(=O)NCCCc2ccccc2)cc1OC
  3%	-16
COCc1cc(=O)n2c(-c3ccccc3OC)n[nH]c2n1
  19%	20
O=C(NC1CCCCC1)c1cc(S(=O)(=O)N2CCOCC2)ccc1Cl
  ?	·
CC(C)(C)OC(=O)NCCc1nnc(SCc2ccccc2)o1
  ?	·
COc1ccc(COC(=O)N/N=C(\C)CC(=O)Nc2c(C)cc(C)cc2C)cc1
  ?	·
COc1cccc(NC(=O)CN(C)C(=O)COc2cc(C)ccc2Cl)c1
  22%	·
COc1ccc(NC(=O)CSc2nnnn2Cc2ccccc2)cc1
  17%	0
C/C(=N\NC(=O)c1ccc(OC2CCCC2)cc1)c1ccc(C)s1
  ?	·
Cc1ccc(CC2C(=O)N(c3ccc(C)cc3)C(=O)C2C)cc1 (centres undefined)
  0%	-1
CCOC(=O)C(/C(C)=N/NC(=O)C1CC1c1ccccc1)C(C)C (centres undefined)
  ?	·
Cc1cc(C)cc(NC(=O)c2ccc(S(=O)(=O)C(F)F)cc2)c1
  0%	-2
Cc1ccc(C)c(S(=O)(=O)N2CCC3(CC2)OCCN3S(=O)(=O)c2cccs2)c1
  ?	·
CCOC(=O)c1sc2nc3c(cc2c1N)C(=O)CC(C)(C)C3
  20%	-7
CCNc1nc(NCC)nc(-n2nc(C)cc2C)n1
  13%	-14
Nc1nnnn1/N=C/c1ccc(Br)cc1
  ?	·
CCc1c(C#N)c(SCCC(=O)Nc2cccc(OC)c2)nc2c1C(=O)CC(C)(C)C2
  ?	·
Cc1ccc(C2C(C#N)=C(N)Oc3c2oc(CO)cc3=O)o1 (centres undefined)
  ?	·
C=CCn1c(N)c(S(=O)(=O)c2cccs2)c2nc3ccccc3nc21
  i	8
COc1ccc(C=NC(CO)C(O)c2ccc([N+](=O)[O-])cc2)cc1 (centres undefined)
  4%	-17
Cc1ccc(S(=O)(=O)N2CCOCC2)cc1NC(=O)CNCC1CCCCC1
  ?	·
O=C(/C=C/c1ccco1)Nc1ccc(Oc2ccccc2)cc1
  i	12
COc1cc(OC)c(/C=N/NC(=O)Cn2nc([N+](=O)[O-])cc2C)c(OC)c1
  8%	·
Cc1ccc(C(=O)CSc2cc(C)[nH]c(=O)n2)cc1
  i	29
COc1ccc(S(=O)(=O)N(C)CC(=O)Nc2ccc(C)cc2)cc1OC
  2%	13
O=C(NCC(=O)N1CCN(c2ccccc2O)CC1)C1CCCCC1
  ?	·
Fc1ccccc1CN(CCN1CCOCC1)C(=S)Nc1ccccc1Cl
  0%	0
CC(=O)C(Cl)C(=O)Nc1ccccc1 (centres undefined)
  ?	·
COc1cccc(CCNC(=O)CCc2nnc(-c3cc(C)oc3C)o2)c1
  i	-3
Fc1ccc2nc(N3CCCC3)sc2c1
  ?	·
O=C(Nc1nc2ccc(Cl)cc2s1)c1ccco1
  ?	·
CCOc1c(OC)cccc1C(=O)NCC1(c2ccccc2)CCCC1
  ?	·
COc1ccc(CCNC(=O)Cn2cnc3c(cnn3C(C)(C)C)c2=O)cc1OC
  i	·

# (more compounds)
# Values run as follows: Lipid storage S3	Lipid storage S3 cell count max
COc1ccc(CCNC(=O)c2cc3c(F)cccc3s2)cc1OC
  ?	·
Cc1ccccc1NC(=O)COc1ccc(Br)cc1CNCCCO
  ?	·
Cc1cc(C)cc(C(=O)NCCN2CCOCC2)c1
  20%	-3
CCCOc1ccc(C2c3c(oc4cc(C)c(C)cc4c3=O)C(=O)N2CCCN(C)C)cc1 (centres undefined)
  16%	4
CCN(CC)/C(N)=N/c1nc(C)cc(C)n1
  -8%	·
COc1ccc(S(=O)(=O)NCC(=O)NCc2cc(=O)n(C)c(=O)n2C)cc1C
  0%	10
CCc1n[nH]c(=S)n1/N=C/c1c(O)ccc2ccccc12
  1%	-19
CCOc1ccc(S(=O)(=O)Nc2nc3ccccc3nc2Nc2ccc(N3CCOCC3)cc2)cc1
  -15%	-13
CC1(C)CC(N2CCN(C(c3ccccc3)c3ccccc3)CC2)=CC(=[N+]2CCCCC2)C1
  2.1µM*	-24*
Cc1c(Cl)cnc(NC(=O)COC(=O)CCS(=O)(=O)c2ccccc2)c1Cl
  ?	·
